Bioassay records as filed in PubChem.
NOD2 inhibition: NOD2 signaling inhibitors, cell-based, luminescence, uHTS, HEK293 (AID 1566). HEK293 NOD2/NF-kB luciferase reporter, luminescence; higher % means a stronger effect. one-dose inhibition, % at 4 µM; EC50 in µM for titrated hits. hit rate 0.63% among 290,000; also: many of its hits are not listed in these tables
HIV peptide binding: cell-free HIV fusion peptide-binding blockers – biochemical, uHTS, fluorescence dequenching, primary screen (AID 1986) | cell-free peptide binding, fluorescence dequenching, 30 min; higher % means a stronger effect | inhibition, % at 20 µM, or IC50 in µM where a hit was titrated | hit rate 0.3% among 290,000; in the data active = inhibition mostly above about 52%, no sharp cut-off; inactive = mostly below about 76%; also: some results filed as inactive read as strong as hits
KOR beta-arrestin-1: kappa opioid receptor activators – cell-based, luminescence, uHTS, primary screen (AID 1777); KOR beta-arrestin recruitment, luminescence; higher % means a stronger effect; one-dose activation, % at 10 µM; EC50 in µM for titrated hits; hit rate 0.02% among 280,000; in the data active = activation above about 50%, passing the limit was not always enough; also: a part of the inactive calls stands beside numbers as strong as those of hits
GPR55 LPI antagonism: inhibition of LPI-stimulated GPR55 beta-arrestin translocation – imaging, U2OS, beta-arrestin-GFP, LPI agonist, primary screen (AID 2013). U2OS GPR55 beta-arrestin-GFP translocation imaging, LPI antagonism; higher % means a stronger effect. inhibition, % at 10 µM, or IC50 in µM where a hit was titrated. hit rate 0.13% among 290,000;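 active = spots per cell inhibited over 60%, with over 100 cells counted and total cytoplasm intensity under 500,000; inconclusive = wells with under 100 cells, flagged as likely toxic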;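 also: U2OS cells stably carrying GPR55 and arrestin-GFP stimulated by 5 µM LPI near EC80; imaged beta-arrestin-GFP aggregate spots per cell after agonist stimulation; plate controls were LPI-stimulated DMSO wells for no effect and DMSO wells without LPI for full effect; some results filed as inactive read as strong as hits; confirmed hits need IC50 under 10 µM and bright autofluorescent wells are also inconclusive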
GPR35 antagonists: GPR35 antagonists blocking zaprinast-driven arrestin recruitment, primary screen, imaging, U2OS, beta-arrestin-GFP, zaprinast agonist (AID 2058). U2OS GPR35 beta-arrestin-GFP translocation imaging, zaprinast antagonism; higher % means a stronger effect. inhibition, % at 10 µM; hits with a dose series show IC50 in µM. hit rate 0.052% among 290,000;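 active = inhibition of at least 50% with at least 30 cells and total cytoplasm GFP at most 10,000,000; inconclusive = under 30 cells or total GFP of 10,000,000 plus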
KOR beta-arrestin-2: KOR antagonists, beta-arrestin recruitment, cell-based, luminescence, uHTS (AID 1778); KOR beta-arrestin recruitment, luminescence, antagonist mode; higher % means a stronger effect; one-dose inhibition, % at 10 µM; IC50 in µM for titrated hits; hit rate 0.091% among 290,000; also: strong numbers were not always called active
NOD1 inhibition: NOD1 signaling inhibitors, primary screen, cell-based, luminescence, uHTS (AID 1578). hit rate 1% among 290,000. NOD1-driven NF-kB luciferase reporter cells, luminescence; higher % means a stronger effect. one-dose inhibition, % at 4 µM; EC50 in µM for titrated hits; in the data active = inhibition mostly above about 36%, no sharp cut-off; inactive = mostly below about 34%;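 also: HEK-293T reporter cells stimulated with the NOD1 agonist gamma-tri-DAP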
GPR55 beta-arrestin: selective activators of receptor GPR55 – imaging, U2OS cells, beta-arrestin-GFP redistribution, primary screen (AID 1961) | U2OS GPR55 beta-arrestin-GFP redistribution imaging; higher % means a stronger effect | hit rate 0.048% among 290,000 | activation, % at 10 µM, or EC50 in µM where a hit was titrated;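 active = activation above 40% with more than 50 cells counted in the well; inconclusive = wells holding fewer than 50 cells, flagged as toxic or sparse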;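 also: U2OS osteosarcoma cells stably expressing GPR55 and beta-arrestin-GFP; plate controls were DMSO negative control for no effect and LPI positive control for full effect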
Myeloid diff MLP: compounds promoting myeloid differentiation; hit rate 1% among 360,000; calls only at 10 µM; ER-HoxA9 myeloid progenitors, lysozyme-GFP differentiation, flow cytometry; AID 624256;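 active = normalized GFP-positive differentiation at or above the plate's own cutoff, the solvent-only control mean plus 3 SD; inconclusive = no clear call, values can overlap the other calls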;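 also: cells exposed to compound for four days before flow analysis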
Myeloid diff MLP GFP+ MAC1+ %: recorded beside Myeloid diff MLP, whose call it bears; GFP+ MAC1+ double positive, %; measured here: differentiation confirmed by MAC1 staining
The depositor's hits bear a star; i = inactive; ? = inconclusive; . = no result given; [ ] = dose if it differs, or a comment. Rule as the data show it, unless noted: active = inhibition above about 50%; inactive = the rest. Not all compounds are listed, so the mix of outcomes need not match the whole.

SMILES | NOD2 inhibition | HIV peptide binding | KOR beta-arrestin-1 | GPR55 LPI antagonism | GPR35 antagonists | KOR beta-arrestin-2 | NOD1 inhibition | GPR55 beta-arrestin | Myeloid diff MLP | Myeloid diff MLP GFP+ MAC1+ %
CCCc1cc(=O)n(-c2nc3ccccc3s2)[nH]1 | 8% | 53% | 1.2% | 0% | 4% | 1% | 2% | -0.1% | i | 0.3
O=C(Nc1cc(S(=O)(=O)N2CCCC2)ccc1OCC(F)(F)F)c1ccccc1F | 7% | -2.0% | 8.7% | 9% | -18% | 18% | -13% | 0.1% | i | 0.7
CCCCC(=O)Nc1cccc(NC(=O)c2ccc(Br)cc2)c1 | 3% | 4.1% | -2.0% | 8% | 1% | -10% | -3% | 0.2% | i | 0.7
O=Nc1c(-c2ccccc2)[nH]n(-c2ccccc2)c1=O | 3% | 12% | -3.2% | -2% | 14% | -71%[20 µM] | -36% | -0.2% | i | 0.7
Cc1cccc(C)c1NC(=O)NNC(=O)c1cc(C(C)(C)C)nn1Cc1ccccc1 | -6% | -0.8% | 0.0% | -21% | 9% | 8% | 2% | 0.6% | i | 1.5
Cc1ccc(C2Nc3ccccc3NC3=C2C(=O)CC(C)(C)C3)c(O)c1 (stereo unspecified) | 13% | 4.4% | -10% | 17% | 2% | -63%[20 µM] | -3% | 0.2% | i | 0.4
COc1ccc(Cc2noc(CN3CCNC(=O)CC3)n2)cc1OC | -10% | -0.8% | 2.8% | 2% | 2% | -35% | -14% | -0.2% | i | 0.2
Cc1ccc2oc(C(=O)Nc3nnc(C)s3)c(C)c2c1 | -138% | 6.5% | -4.3% | 5% | 3% | -20% | -73% | -0.1% | i | 1.3
O=C(c1ccc(CSc2ccccc2)cc1)N1CCCCCC1 | -71% | 1.4% | 4.5% | 8% | 11% | -24% | -62% | -0.5% | i | 0.8
Cc1ccc2c([N+](=O)[O-])cccc2n1 | 3% | -1.4% | -0.6% | 12% | 6% | -1% | -9% | 0.2% | i | 0.4
O=C(OCC(=O)N1CCN(c2ccccc2)CC1)c1ccc2ccccc2n1 | 3% | -1.6% | 3.2% | 16% | 4% | -3% | -2% | -0.1% | i | 0.8
[N-]=[N+]=CC(=O)c1ccnc(C(=O)C=[N+]=[N-])c1 | -2% | 1.9% | -5.4% | 2% | -4% | -4% | -21% | 0.0% | i | 0.2

Retrieved by compound from the entries so far (2):
SMILES | NOD2 inhibition | HIV peptide binding | KOR beta-arrestin-1 | GPR55 LPI antagonism | GPR35 antagonists | KOR beta-arrestin-2 | NOD1 inhibition | GPR55 beta-arrestin | Myeloid diff MLP | Myeloid diff MLP GFP+ MAC1+ %
CCCCC(=O)Nc1cccc(NC(=O)c2ccc(Br)cc2)c1 | 3% | 4.1% | -2.0% | 8% | 1% | -10% | -3% | 0.2% | i | 0.7
Cc1ccc2c([N+](=O)[O-])cccc2n1 | 3% | -1.4% | -0.6% | 12% | 6% | -1% | -9% | 0.2% | i | 0.4

(next part)
SMILES | NOD2 inhibition | HIV peptide binding | KOR beta-arrestin-1 | GPR55 LPI antagonism | GPR35 antagonists | KOR beta-arrestin-2 | NOD1 inhibition | GPR55 beta-arrestin | Myeloid diff MLP | Myeloid diff MLP GFP+ MAC1+ %
COc1cc(/C=N/NC2=NC(C)(C)Cc3ccccc32)cc(OC)c1OC | 2% | -0.4% | -0.4% | 7% | 23% | -1% | -20% | 0.2% | i | 0.0
OC(Cn1ccnc1)c1ccc(Cl)cc1Cl (stereo unspecified) | -14% | -0.6% | -2.1% | 4% | 20% | -38% | -12% | 0.3% | i | 0.9
Cc1cccc(C(=O)c2ccccc2C(=O)O)c1 | 15% | -1.3% | -1.0% | 12% | -14% | 20% | -3% | 0.1% | i | 0.8
Cc1ccc(/C=C/C(=O)c2ccccc(=O)c2O)cc1C | 0% | 54% | -0.5% | 10% | 0% | -24% | -22% | -0.1% | i | 0.5
Cn1nccc1NC(=O)CSCC(=O)O | 13% | -0.6% | -1.3% | 0% | 14% | 14% | 2% | -0.2% | i | 0.3
O=C(N/N=C/c1ccsc1)c1cc(O)cc(O)c1 | -7% | -2.6% | -1.4% | 4% | 9% | 17% | 11% | -0.1% | i | 0.4
CCC(Sc1nc(C)cc(=O)[nH]1)C(=O)Nc1nc2c(s1)CCCC2 (stereo unspecified) | -2% | -3.0% | 2.7% | 5% | -7% | 16% | . | -0.1% | i | 1.6
CCc1ccc(NC(=O)NC(C)c2ccc3c(c2)OCO3)cc1 (stereo unspecified) | 6% | 1.4% | 1.6% | 22% | -2% | -19% | -32% | 0.3% | i | 0.9
Cc1cc(NC(=O)CCC(=O)N(c2ccccc2)C(C(=O)NC2CCCC2)c2ccccc2)no1 (stereo unspecified) | 21% | -0.1% | 0.2% | -2% | -4% | 4% | -2% | 0.1% | i | 0.3
COc1ccc(C(=O)Nc2cnc3ccccn3c2=O)cc1 | -76% | -1.4% | -4.7% | -1% | -8% | 4% | -43% | -0.2% | i | 0.1
O=C1Nc2ccc(S(=O)(=O)N3CCCC3)c3ccc(S(=O)(=O)N4CCCC4)c1c23 | 22% | 3.9% | 6.4% | 5% | 4% | 27% | 46% | -0.2% | i | 0.7
CC1(C)CC(=O)C2=C(C1)OC(=O)C2(NC(=O)c1cccs1)C(F)(F)F (stereo unspecified) | -2% | 1.0% | 0.7% | 13% | -8% | 14% | . | -0.1% | i | 1.2
C#CCOCCOCCOCCNc1nc(N2CCN(C(=O)[C@H](C)n3cc(CCCN=C(N)N)nn3)CC2)nc(N2CCN(C(=O)[C@H](Cc3ccc(O)cc3)n3cc(CCO)nn3)CC2)n1 | 0% | 0.1% | 3.6% | 16% | -18% | -16% | -24% | -0.1% | . | .
COc1ccccc1CN(Cc1cc2c(C)ccc(C)c2[nH]c1=O)Cc1nnnn1Cc1ccco1 | -12% | 4.5% | 5.0% | 26% | -10% | -3% | -24% | -0.1% | i | 0.8
COCc1[nH][nH]c(=O)c1C=Nc1ccc(Oc2ccccc2)cc1 | -11% | -0.1% | 5.1% | 7% | 7% | -8% | -14% | -0.2% | i | 0.5
Cc1nc(SCC(=O)NC(C)(C)C)c2c(-c3cccs3)csc2n1 | 19% | -0.8% | 2.9% | 0% | 11% | -17% | 3% | 0.2% | i | 0.1
O=C(c1ccc(CS(=O)Cc2ccccc2Cl)o1)N1CCN(C2CCCCC2)CC1 (stereo unspecified) | 8% | 0.0% | -3.8% | 2% | 5% | -35% | -22% | -0.3% | i | 0.9
COCCCn1cnc2c(c1=O)c1nc3ccccc3nc1n2-c1ccc(C)cc1 | 6% | 1.1% | -6.3% | 6% | 12% | 12% | 0% | -0.2% | i | 0.2
Cc1cc(-c2nnc(CCC(=O)NCc3cccc(C(F)(F)F)c3)o2)no1 | 1% | -1.2% | 2.9% | -3% | -7% | -10% | -37% | -0.2% | i | 3.9
O=C(CCC(=O)Nc1ccccc1)NNC(=O)C(c1ccccc1)c1ccccc1 | 20% | 3.6% | -6.0% | 0% | -6% | -15% | -26% | 0.2% | i | 0.8
CCOc1ccc(C(=O)Nc2ccc(-c3cc4ccccc4oc3=O)c(C)c2)cc1[N+](=O)[O-] | 10% | 13% | 4.3% | 17% | 14% | 14% | -30% | 0.6% | i | 0.4
CCOC(=O)Cc1cc(=O)n2[nH]cc(-c3ccc(Cl)cc3)c2n1 | 36% | 40% | -1.0% | -17% | -18% | -16%[20 µM] | -18% | 0.5% | i | 0.6
O=C1CCCc2cc(S(=O)(=O)N3CCC(C(=O)NCc4ccccc4)CC3)ccc2N1 | 14% | -1.1% | 0.5% | -6% | -1% | 1% | -12% | 0.3% | ? | .
Cc1csc(NC(=O)c2ccc(Cl)nc2)n1 | -57% | 0.3% | -5.6% | 0% | 7% | 35% | -12% | -0.1% | i | 1.0
Cc1ccc(C)c(NC(=O)c2nnn(Cc3ccccc3C)c2N)c1 | -4% | -1.8% | 4.9% | 6% | 2% | -28% | . | -0.3% | i | 0.8
O=S(=O)(Nc1ccccc1)c1cccc2nsnc12 | -1% | 0.4% | -1.6% | 0% | 6% | -50%[20 µM] | 6% | 1.3% | i | 0.4
CC1(C)Cc2ccccc2C(=NC(Cc2c[nH]c3ccccc23)C(=O)O)N1 (stereo unspecified) | -6% | -0.6% | 4.0% | -3% | 7% | -5% | 6% | -0.1% | i | 1.2
COC(C[C@@H]1O[C@H]1[C@H](O)COCc1ccccc1)OC | 12% | -1.3% | 0.9% | 11% | -8% | 0% | 1% | -0.1% | i | 0.5
CCN1CC2([N+](=O)[O-])CC=C(OC)C([N+](=O)[O-])(C1)C2 (stereo unspecified) | 14% | 0.4% | -2.8% | 12% | -19% | 1% | -5% | 0.0% | i | 0.9
O=C(CCNC(=O)c1ccccc1Cl)Nc1cc(C(F)(F)F)ccc1N1CCCC1 | 9% | 2.0% | 2.8% | 6% | -7% | -22% | -15% | -0.1% | i | 3.1
CC(/C=C/c1ccccc1)=N\NC(=O)c1ccc(Br)cc1 | -5% | -3.2% | -3.0% | 8% | 7% | -11% | 44% | 1.4% | i | 0.5
Cc1ccc(C(=O)N2CCCC(Nc3ccc(C(C)C)cc3)C2)cn1 (stereo unspecified) | 12% | -0.9% | -0.7% | 13% | 19% | -17% | -29% | -0.2% | i | 1.2
CC(=O)c1ccc(NC(=O)CCC(=O)N2CC(C)Oc3ccc(C)cc32)cc1 (stereo unspecified) | 15% | 0.4% | 2.7% | -26% | -4% | -52% | 20% | 0.0% | i | 0.9
COc1ccc(NC(=S)NCCN2CCC(C)CC2)cc1Cl | -19% | -0.8% | -1.4% | 4% | 4% | 3% | -8% | 0.6% | i | 0.5
O=C(C(=O)N1CCN(c2ccccc2F)CC1)c1c[nH]c2ccccc12 | 4% | 2.2% | -1.1% | 0% | 9% | -12% | -21% | 0.2% | i | 0.3
Cc1ccc(NC(=O)CSc2nnc(-c3cc(C)[nH]n3)n2N)c(C)c1 | 5% | 0.8% | 2.2% | -11% | -13% | -13% | -13% | -0.1% | i | 0.7
Oc1ccc(Br)cc1CNc1cccc2cccnc12 | 27% | 7.2% | 6.6% | 9% | 11% | -97%[20 µM] | -20% | 0.4% | i | 0.6
O=C(O)c1ccc(NC(=O)c2ccc(Cl)cc2)c(NC(=O)c2ccc(Cl)cc2)c1 | 0% | 27% | -5.2% | -23% | 3% | -72%[20 µM] | -22% | -0.1% | i | 0.1
CC(C)(C)c1ccc(S(=O)(=O)NCC(=O)N2CCCC2)cc1 | 12% | 1.6% | -4.2% | -18% | 9% | -3%[20 µM] | 1% | -0.2% | i | 0.2
CC(=O)NC1=NN(C(C)=O)C(C)(c2ccco2)S1 (stereo unspecified) | -8% | 0.1% | . | 12% | -1% | -36%[20 µM] | -10% | -0.1% | i | 0.4
CC(=O)Nc1cccc(-c2nc3ccc(NC(C)=O)cc3s2)c1 | -76% | -1.2% | -9.5% | 9% | 10% | -28%[20 µM] | -37% | -0.1% | i | 0.0
